# STK33 kinase inh – inhibitors of purified STK33 kinase, primary screen, biochemical, ADP-Glo luminescence, homogeneous, cell-free. MBP phosphorylation. inhibition, % at 10 µM. actives 0.073% (n = 320,000). AID 2661, 2010;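 active = inhibition at or above 25%, using the most active replicate where run in duplicate; inactive = inhibition below 25%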
# Target sequence (Q9BYT3 whole entry, looked up): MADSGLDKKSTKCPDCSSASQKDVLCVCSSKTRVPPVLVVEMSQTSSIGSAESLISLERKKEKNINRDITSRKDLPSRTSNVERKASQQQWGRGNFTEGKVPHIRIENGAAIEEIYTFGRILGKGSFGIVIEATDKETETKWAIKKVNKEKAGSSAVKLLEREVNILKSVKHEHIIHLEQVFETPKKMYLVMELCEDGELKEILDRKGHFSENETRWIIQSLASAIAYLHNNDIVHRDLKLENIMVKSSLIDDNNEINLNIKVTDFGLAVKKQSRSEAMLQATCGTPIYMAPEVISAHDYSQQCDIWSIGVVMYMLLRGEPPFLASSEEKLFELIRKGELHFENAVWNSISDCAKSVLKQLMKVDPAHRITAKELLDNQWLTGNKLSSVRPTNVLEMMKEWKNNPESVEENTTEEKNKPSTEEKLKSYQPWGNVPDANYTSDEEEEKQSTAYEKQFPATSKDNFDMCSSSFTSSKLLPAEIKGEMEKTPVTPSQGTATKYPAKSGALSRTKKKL
# OX1R antag – antagonists of human orexin 1 receptor (OX1R) | Orexin/Hypocretin receptor type 1 (Homo sapiens), O43613 | actives 1.8% (n = 330,000) | inhibition, % at 6.6 µM | OX1R-expressing cells, FRET antagonist read-out | AID 485270, 2010; in the data active = inhibition mostly above about 38%, no sharp cut-off; inactive = mostly below about 40%;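 also: 0% = agonist challenge alone and 100% = reference antagonist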
# Target sequence (O43613 whole entry, looked up): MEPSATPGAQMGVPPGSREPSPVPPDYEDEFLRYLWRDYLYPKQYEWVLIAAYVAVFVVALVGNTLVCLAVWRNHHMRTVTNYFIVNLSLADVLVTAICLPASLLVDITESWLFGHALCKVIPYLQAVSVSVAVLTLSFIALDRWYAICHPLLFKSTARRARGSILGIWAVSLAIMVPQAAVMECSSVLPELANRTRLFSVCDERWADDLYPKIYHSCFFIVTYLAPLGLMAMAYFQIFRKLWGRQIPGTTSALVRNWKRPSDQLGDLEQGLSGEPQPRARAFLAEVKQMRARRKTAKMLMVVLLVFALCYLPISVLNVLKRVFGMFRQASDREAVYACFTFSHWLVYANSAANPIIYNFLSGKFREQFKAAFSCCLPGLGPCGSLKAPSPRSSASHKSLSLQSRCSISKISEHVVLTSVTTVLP
# * = called active by the depositor; / = no result given.
SMILES,STK33 kinase inh,OX1R antag
O=C(/C=C/c1c(F)cccc1Cl)Nc1ncccn1,1.5,8.5
COc1ccc(N2CCN(C(=O)CCN3C(=S)NC(C)(C)CC3C)CC2)cc1 (configuration not stated),0.7,8.8
Cc1nc2ccc(C(=O)N3CCSCC3)cc2s1,-0.4,4.2
CN(Cc1ccccc1)C(=O)c1ccc(NC(=O)Cc2cccc(NC(=O)C3CCN(C(=O)C4CCCCC4)CC3)c2)cc1,0.0,-1.9
CCOc1ccc(-n2c(N)c(C(=O)NCC3CCCO3)sc2=S)cc1 (configuration not stated),-0.2,70.9
COc1cccc(C(C(=O)NC2CCCCC2)N(C(=O)c2ccccn2)c2cccnc2)c1 (configuration not stated),-0.9,12.8
O=C(Cc1cccs1)N1CCC(c2nc3c(nnn3Cc3ccccc3)c(=O)[nH]2)CC1,0.5,4.6
Oc1[nH]c2ccccc2c1N=Nc1ccccc1F,-2.7,22.2
CCN(CC)C(=O)Cn1cc(S(=O)(=O)CC(=O)Nc2ccc(OC)c(OC)c2)c2ccccc21,-1.7,18.6
Cc1nc(SCc2cccc(Oc3ccccc3)c2)n[nH]1,-1.7,17.0
CN1CCN(CCNC(=O)Cn2c(=O)c3cccn3c3ccc(F)cc32)CC1,-0.4,11.6
Cn1cc(/C=C2/SC(=O)N(c3ccccc3)C2=O)c2ccccc21,-0.8,20.8
COc1cccc(-c2nc(CSCC(=O)NCC3CCCO3)c(C)o2)c1 (configuration not stated),0.5,9.7
Cc1ccc(NC(=S)NC(=O)/C=C/c2ccc(Cl)cc2)cc1,-0.5,1.2
CCN(CC)c1ccc(NC(=O)c2ccco2)c(C)c1,-2.6,10.8
O=C(CCC(=O)c1ccc(F)cc1)Nc1cc(Cl)cc(Cl)c1,-2.3,23.0
CCN1/C(=C2/SC(=S)N(NC(C)=O)C2=O)Sc2ccccc21,0.6,/
CC(Oc1ccccc1)C(=O)N1CCN(C(=O)C(C)Oc2ccccc2)CC1 (configuration not stated),-1.0,7.2
O=C(NNC(=O)C1CC1)c1cc(=O)[nH]c2ccccc12,-0.9,9.0
CC(CC(=O)NCc1ccco1)S(=O)(=O)c1ccc2c(c1)CCN2C(=O)C1CC1 (configuration not stated),-2.3,39.1
COc1cc(NS(=O)(=O)c2ccc(Nc3nc(-c4cccc([N+](=O)[O-])c4)cs3)cc2)nc(OC)n1,-0.5,6.6
CCOC(=O)CCSc1nc2c(c(C(F)(F)F)c1C#N)CCC2,-2.1,19.0
CCOc1ccc(-c2cc(C(=O)O)c3ccccc3n2)c(OCC)c1,-0.8,6.1
CCc1cc(=O)oc2c(C)c(O)c(CN3CCCCC3)cc12,7.0,13.1
COc1ccc(NC(C)=[N+](C)CCNS(=O)(=O)c2ccc(Cl)cc2)cc1Cl,-2.1,1.3

# Grouped by structure, the compounds so far containing fluorine (five)
SMILES,STK33 kinase inh,OX1R antag
O=C(/C=C/c1c(F)cccc1Cl)Nc1ncccn1,1.5,8.5
Oc1[nH]c2ccccc2c1N=Nc1ccccc1F,-2.7,22.2
CN1CCN(CCNC(=O)Cn2c(=O)c3cccn3c3ccc(F)cc32)CC1,-0.4,11.6
O=C(CCC(=O)c1ccc(F)cc1)Nc1cc(Cl)cc(Cl)c1,-2.3,23.0
CCOC(=O)CCSc1nc2c(c(C(F)(F)F)c1C#N)CCC2,-2.1,19.0

# New compounds follow.
SMILES,STK33 kinase inh,OX1R antag
Cc1cc(S(=O)(=O)N2CCN(Cc3ccccc3)CC2)c(C)s1,3.5,14.1
CC1CCN(C(=O)c2ccc(NS(=O)(=O)c3cccc4cccnc34)cc2)CC1,-1.2,5.9
Cc1cc(C(=O)c2cccs2)c(N)s1,4.3,4.8
Cc1cc2c(cc1S(=O)(=O)NCCc1ccc(Cl)cc1)OCC(=O)N2,-1.2,11.2
CCOc1ccc(OCCCC(=O)O)cc1,-1.0,0.1
O=C(NCCCN1CCCC1=O)Nc1ccc(Cl)cc1,-0.7,8.4
CCCC1=C(C(=O)OCC)C(c2ccc(F)cc2)n2ncnc2N1 (configuration not stated),-1.2,20.5
COc1ccc(CCNC(=O)Nc2ccc([N+](=O)[O-])cc2)cc1OC,-0.9,11.8
O=c1[nH]cnc2c1cnn2Cc1ccccc1,-0.6,1.5
COC(=O)Cn1c(=O)c2c(nc3n2CC(C)CN3Cc2ccccc2)n(C)c1=O (configuration not stated),0.4,16.5
COc1ccc(NC(=O)Cn2nc([N+](=O)[O-])c(Cl)c2C)cc1OC,-0.2,3.5
N#Cc1c(N)nc(SCC(=O)NCCc2ccccc2)c(C#N)c1-c1cccs1,1.0,26.6
Cc1c(O)nc2ccccn2c1=O,-4.6,2.9
CCOC(=O)c1c(Nc2ccc(Cl)cc2)sc(/C=C2\C=Nc3ccccc32)c1O,17.2,14.9
CCOC(=O)N1CCN(C(=O)CCc2ccc(S(=O)(=O)NC(C)C)cc2)CC1,-0.7,/
COc1ccc(Cl)cc1NC(=O)CN(C)CC(=O)Nc1ccccc1-c1ccccc1,-1.7,15.8
Cc1cc2nc3n(c2cc1C)CC1CC(C(=O)NCc2ccco2)N(C)C31 (configuration not stated),1.8,2.6
Cc1nc(NC(=O)CSc2nnc(C3CC3)n2N)c(Cl)cc1Cl,-1.6,10.6
O=C(Cn1ccc2ccccc2c1=O)NCCC(=O)N1CCN(C2CCCCC2)CC1,-0.2,8.3
Cc1ccccc1CC(=O)NCCN1CCCCC1,-1.3,3.1
COc1ccc(Cl)cc1NC(=O)COC(=O)C1COc2ccccc2O1 (configuration not stated),-1.9,9.1
Cc1cc(C(=O)NNc2cc(Cl)ccc2Cl)no1,-1.3,7.8
Cc1sc2nc(-c3cccs3)oc(=O)c2c1C,4.5,20.7
O=C(Nc1cc(Cl)ccc1-n1cncn1)c1cccs1,-0.7,12.9
Cc1noc(C)c1COc1ccccc1C(=O)N(C)Cc1ccc(C(C)(C)C)cc1,0.6,12.4
# Next section.
SMILES,STK33 kinase inh,OX1R antag
COc1cccc(N2CC(C(=O)Nc3nnc(SCC(=O)c4ccccc4)s3)CC2=O)c1 (configuration not stated),/,13.5
CCOc1ccc(-c2nnc(SCC(=O)N(CC)CC)n2N)cc1,3.6,8.1
CN(C1CCCCC1)S(=O)(=O)c1ccc(NC(=O)C2CCCCC2C(=O)O)cc1 (configuration not stated),-0.6,25.1
O=S1(=O)c2cccc3cccc(c23)N1CCBr,1.3,31.1
Cc1ccc2nsnc2c1NC(=O)COc1ccccc1F,-0.8,18.9
CCOC(=O)c1c(C)[nH]c(C(=O)OC(C)C(=O)NC2CCCCC2C)c1C (configuration not stated),0.7,4.3
COC(=O)C1=CO[C@@H](O[C@@H]2O[C@H](CO)[C@@H](O)[C@H](O)[C@H]2O)C2C1C=C[C@@]2(O)CO (some centres not stated),0.1,1.4
CN(C)S(=O)(=O)c1cccc(C(=O)Nc2n[nH]c(C(F)(F)F)n2)c1,-0.2,23.7
COc1cc2c(cc1OC)C(C)N(C(=O)c1c(C)noc1C)CC2 (configuration not stated),-0.2,5.7
Nc1c(Cl)c(Cl)nc(C(=O)OCC(=O)NC2CCCCC2)c1Cl,-1.1,28.3
COc1cccc(N2CCN(C(=O)C3CCN(S(=O)(=O)c4ccc5c(c4)oc(=O)n5C)CC3)CC2)c1,0.0,11.1
CCS(=O)(=O)NCc1csc(C)n1,-2.5,16.9
CCOC(=O)c1cnc2c(C(=O)OC)cccc2c1NCc1cccnc1,-1.5,20.1
Cc1cnc(NC(=O)Cc2cccs2)s1,-0.2,2.8
O=C(N/N=C\c1c(O)ccc2ccccc12)c1ccc(Cn2cccn2)o1,0.8,20.1
CN(C)CCOC(=O)CC12CC3CC(C1)CC(CC(=O)OCCN(C)C)(C3)C2,-1.7,-1.3
Cn1nnnc1SCC(=O)NC1CCCCC1,-0.3,5.7
CC(=O)NC(=S)Nc1ccc(NC(=O)COc2ccc(C(C)C)cc2)cc1,-1.3,11.0
CCc1ccccc1N(C(=O)CNC(=O)c1ccco1)C(C(=O)NC1CCCC1)c1cccnc1 (configuration not stated),-0.4,11.1
CN(C)c1ccc(CN(C(=O)COc2ccc(F)cc2)C2CCS(=O)(=O)C2)cc1 (configuration not stated),-1.2,6.3
O=C(CSc1ccc(-c2ccco2)nn1)NCc1ccc2c(c1)OCO2,1.1,29.5
O=C(NCCOc1ccccc1-c1ccccc1)c1ccco1,0.3,23.9
Cc1ccc(CNC(=O)c2nccnc2C(=O)O)cc1,0.8,4.2
Cc1n[nH]c(=O)nc1N/N=C/c1ccc(O)c([N+](=O)[O-])c1,-0.1,14.6
COc1ccccc1N1CCN(C(=O)C(CC(C)C)NC(=O)C2CCCCC2)CC1 (configuration not stated),0.2,18.6

# Reformatted with bars between the fields: entries from further up.
smiles | STK33 kinase inh | OX1R antag
Cc1cnc(NC(=O)Cc2cccs2)s1 | -0.2 | 2.8
O=C(N/N=C\c1c(O)ccc2ccccc12)c1ccc(Cn2cccn2)o1 | 0.8 | 20.1

# Next section.
SMILES,STK33 kinase inh,OX1R antag
Cc1ccc(NC(=S)NN2CCOCC2)c(C)c1,-2.5,13.4
CC(=O)c1cccc(NC(=O)COC(=O)C2CCCN2C(=O)c2cccs2)c1 (configuration not stated),1.2,7.9
COc1ccc(CC(=O)OCC(=O)NC(=O)NC(C)C)cc1,-0.4,16.0
CC(=O)Nc1cccc(S(=O)(=O)N2CCCCCC2)c1,-0.4,20.2
Cc1ccc(S(=O)(=O)N2CCCCC2)cc1NC(=O)Cc1c[nH]c2ccccc12,0.0,29.1
NC(=O)CCS(=O)(=O)c1ccc(Cl)cc1,0.5,2.9
Cc1cc(NC(=S)N(Cc2ccc(Cl)cc2)Cc2ccc(C(=O)O)cc2)ccc1Cl,-5.0,36.6
CC(C)(C)OC(=O)Nc1ncnc2c1ncn2C1OC(CO)C2OC(C)(C)OC21 (configuration not stated),2.2,10.2
COc1ccc(NS(=O)(=O)c2ccc(C)c(C(=O)N3CCC3)c2)cc1,-0.1,5.4
Cc1cc(NC(=O)c2cccc(COc3ccc(Br)cc3)c2)no1,-1.1,17.4
Cc1cc(NC(=O)c2cccc(Br)c2)no1,-0.1,23.9
O=C1CCCCC1Sc1nnc(Nc2ccccc2)s1 (configuration not stated),-2.3,15.2
O=S(=O)(c1cccc2cccnc12)N1CCN(c2ccccn2)CC1,0.4,28.4
O=C(C(NS(=O)(=O)c1cccc2nsnc12)c1ccccc1)N1CCN(c2ccccn2)CC1 (configuration not stated),1.1,23.5
O=C(NCCc1c[nH]c2ccccc12)C(=O)Nc1cc2c3c(c1)CC(=O)N3CCC2,-1.8,30.7
COc1cc(C(=O)N(Cc2ccc(C)o2)C2CCS(=O)(=O)C2)cc(OC)c1OC (configuration not stated),-1.0,19.4
C/C(=N\NC(=O)C(N)=O)c1ccc2c(c1)OCCO2,-0.2,19.4
CCSc1nnc(NC(=O)CSc2nnc(CNC(=O)c3ccccc3F)o2)s1,3.7,18.6
O=C(NCCC1=CCCCC1)c1cc2ccccc2oc1=O,1.4,7.2
Cn1nnnc1SCCNCc1ccccc1OCc1ccc(Cl)cc1,-1.3,26.4
Cc1ccc(C(=O)NCCCNC(=O)c2cccnc2)cc1,-1.7,13.6
COc1cccc2sc(N3CCN(C(=O)c4cccs4)CC3)nc12,-0.3,15.7
CC(C)C(c1nnnn1C1CCCCC1)N1CCN(C(=O)c2ccco2)CC1 (configuration not stated),-1.3,10.9
O=C(NNC(=O)c1cc(Cl)ccc1O)c1ccc(NS(=O)(=O)c2cccs2)cc1,-1.9,18.3
COc1ccc(C(C)=O)cc1COC(=O)CCC(=O)c1cccs1,-1.3,9.6

# Full records from above. Values in the order: STK33 kinase inh	OX1R antag
# O=C(NCCc1c[nH]c2ccccc12)C(=O)Nc1cc2c3c(c1)CC(=O)N3CCC2 across the screens: -1.8	30.7
# O=C(NCCC1=CCCCC1)c1cc2ccccc2oc1=O across the screens: 1.4	7.2
# Cc1cc(NC(=O)c2cccc(Br)c2)no1 across the screens: -0.1	23.9
# CC(C)C(c1nnnn1C1CCCCC1)N1CCN(C(=O)c2ccco2)CC1 (configuration not stated) across the screens: -1.3	10.9

# (continued)
SMILES,STK33 kinase inh,OX1R antag
CN(Cc1ccccc1F)C(=O)c1ccc(NS(=O)(=O)c2ccc3[nH]c(=O)[nH]c3c2)cc1,-1.1,16.5
COc1ccc(OC)c(NC(=O)C(CC(C)C)NC(=O)C2CCCCC2)c1 (configuration not stated),0.4,26.4
N#C/C(=N\Nc1ccc(S(=O)(=O)N2CCCCCC2)cc1)C(N)=S,-1.1,49.2*
CN(CCc1cnn(C)c1)Cc1cn[nH]c1-c1ccc(-c2ccccc2)cc1,0.7,12.9
COc1ccc(/C=N/n2cnnc2)cc1Cn1nc(C)c([N+](=O)[O-])c1C,-3.3,8.0
N#Cc1nc(-c2cccs2)oc1NCCCN1CCOCC1,-0.7,14.8
O=C(COC(=O)c1cccs1)Nc1nc(-c2ccccc2)cs1,-1.1,12.3
CC(=O)c1ccc(NC(=O)CN2C(=O)NC3(CCc4ccccc43)C2=O)cc1 (configuration not stated),-3.6,-6.6
Cc1ccc(S(=O)(=O)Nc2ccccc2/C=N/c2nc3ccccc3n2C)cc1,-3.2,-5.5
Cc1ccc(NC(=O)CNCc2ccccc2)cc1Br,-0.2,14.4
COc1ccc(Br)cc1CN(C)CC(=O)NCCc1ccccc1,0.7,11.5
CC(Oc1cccc(Br)c1)C(=O)N1CCCN(C)CC1 (configuration not stated),-0.1,24.6
Cc1cc(Cl)ccc1C(=O)C1CCCN(C(=O)c2cncs2)C1 (configuration not stated),-0.6,21.6
COc1cc(C(=O)Nc2c(C)cc(C)cc2C)c([N+](=O)[O-])cc1OC,-0.3,22.0
O=C(c1ccc([N+](=O)[O-])cc1)N1CCN(c2ncccn2)CC1,-6.4,27.0
COCc1nnc(NC(=O)c2ccc(S(=O)(=O)N3CCCc4ccccc43)cc2)o1,0.0,14.8
C#CCOC(=O)CN1C(=O)c2cccc3cccc(c23)C1=O,-2.0,20.3
Cc1ccc2cc(CCNC(=O)Cc3cccs3)c(=O)[nH]c2c1,0.3,13.1
COC(=O)C1CCN(C(=O)COC(=O)c2ccc(=O)n(Cc3ccccc3)n2)CC1,-0.5,6.2

# Bioassay records: PubChem, several laboratories
